Pol III holo inh: blocks replication by bacterial DNA polymerase III holoenzyme | reconstituted DNA polymerase III holoenzyme replication, biochemical | Potency, µM (series often up to 57.1 µM), without a hit: at the top dose activity change, negative = inhibition | actives 0.25% (n = 71,000); also: potency is read from the fitted curve at half-maximal effect; % is scaled to controls: 0 for no effect and ±100 for the full control effect
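Reconstituted *E. coli* holoenzyme (0.35 nM Pol III, 1 nM beta, 154 nM SSB, 2 nM primase) was preincubated with compound for 15 min at RT. Synthesis on 1.4 nM ssM13Gori ran 35 min, then was stopped with PicoGreen/EDTA and read as dsDNA fluorescence.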
BRCT inh green: inhibitors of human BRCA1 BRCT-phosphoprotein interaction (green fluorophore); P38398; BRCA1 BRCT-phosphopeptide binding, green fluorescence polarization; Potency, µM (titrated, usually from 76.9 µM), inactives show at the highest dose activity change, negative = inhibition, most hits filed as inhibitors; actives 0.05% (n = 75,000);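 also: potency is read from the fitted curve at half-maximal effect; plate controls were peptide without protein for full effect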
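Compounds were incubated for 12 min at room temperature with a complex of 100 nM fluorescein-tagged pBACH1 decapeptide and 250 nM His-tagged BRCT protein. Buffer was phosphate pH 7.3 with EDTA, DTT and Tween 20. Disruption of binding lowers the polarization signal.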
GFP derepression: epigenetic GFP locus derepression in mouse cells; Potency, µM (titrated, usually from 46.1 µM), for the others: at the highest dose GFP derepression (activation); actives 0.09% (n = 68,000); mouse C127i GFP locus derepression, cytometry, 30 h; also: % of control where 0% means no effect
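Read-out is the number of GFP-positive cells, scored as fluorescent objects 20 to 120 um wide, reflecting derepression of a silenced CMV-GFP reporter in murine C127i cells after 30 h compound exposure at 37 C.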
BRCT PPI red: disrupts BRCA1 BRCT binding to phosphoprotein, red fluorophore readout | P38398 | BRCT-phosphopeptide binding, red fluorescence polarization | Potency, µM (series often up to 76.9 µM), without a hit: at the top dose activity change, negative = inhibition, hits mostly inhibitors | actives 0.03% (n = 75,000) | AID 892; also: % is scaled to controls: 0 for no effect and ±100 for the full control effect
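Fluorescence polarization: 100 nM His-tagged BRCA1 BRCT with 100 nM TAMRA-labelled phospho-BACH1 decapeptide, phosphate buffer pH 7.3 with 150 mM NaCl, DTT, 0.01% Tween 20; 12 min RT. Binding inhibition seen as FP decrease.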
HADH2 inhib: inhibitors of human HADH2 dehydrogenase; Q99714; recombinant HADH2, NADH fluorescence, beta-hydroxybutyryl-CoA; Potency, µM (doses to about 57.1 µM), for the others: top-dose activity change, negative = inhibition, hits mostly inhibitors; actives 3.4% (n = 73,000); AID 886; also: potency is read from the fitted curve at half-maximal effect; % is scaled to controls: 0 for no effect and ±100 for the full control effect; nearly all actives have a fitted effect of over 60% in size; many of its hits are not listed in these tables
Target sequence (Q99714 whole entry, looked up, one chain of several): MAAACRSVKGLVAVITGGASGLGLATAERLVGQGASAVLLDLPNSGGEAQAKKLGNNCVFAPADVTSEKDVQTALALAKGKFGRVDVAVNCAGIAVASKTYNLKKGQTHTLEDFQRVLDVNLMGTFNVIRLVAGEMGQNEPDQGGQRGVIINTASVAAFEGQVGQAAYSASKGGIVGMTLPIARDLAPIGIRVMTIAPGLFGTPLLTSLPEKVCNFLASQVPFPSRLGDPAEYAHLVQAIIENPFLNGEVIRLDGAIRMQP
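Read-out: 360 nm excitation, 450 nm emission, kinetic over 4 min. Conditions: His-tagged human HADH2 20 nM, pH 9.0 Tris with Tween-20, 1 mM NAD+, 90 uM beta-hydroxybutyryl-CoA.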
ALOX15 inhib: blocks human 15-lipoxygenase activity | P16050 | actives 1.4% (n = 74,000) | Potency, µM (titrated, usually from 57.1 µM), for the others: top-dose activity change, negative = inhibition, most hits filed as inhibitors | purified 15hLO-1, xylenol orange hydroperoxide absorbance; also: potency is read from the fitted curve at half-maximal effect; % is scaled to controls: 0 for no effect and ±100 for the full control effect; nearly all actives have a fitted effect of over 55% in size
Target sequence (P16050 whole entry, looked up): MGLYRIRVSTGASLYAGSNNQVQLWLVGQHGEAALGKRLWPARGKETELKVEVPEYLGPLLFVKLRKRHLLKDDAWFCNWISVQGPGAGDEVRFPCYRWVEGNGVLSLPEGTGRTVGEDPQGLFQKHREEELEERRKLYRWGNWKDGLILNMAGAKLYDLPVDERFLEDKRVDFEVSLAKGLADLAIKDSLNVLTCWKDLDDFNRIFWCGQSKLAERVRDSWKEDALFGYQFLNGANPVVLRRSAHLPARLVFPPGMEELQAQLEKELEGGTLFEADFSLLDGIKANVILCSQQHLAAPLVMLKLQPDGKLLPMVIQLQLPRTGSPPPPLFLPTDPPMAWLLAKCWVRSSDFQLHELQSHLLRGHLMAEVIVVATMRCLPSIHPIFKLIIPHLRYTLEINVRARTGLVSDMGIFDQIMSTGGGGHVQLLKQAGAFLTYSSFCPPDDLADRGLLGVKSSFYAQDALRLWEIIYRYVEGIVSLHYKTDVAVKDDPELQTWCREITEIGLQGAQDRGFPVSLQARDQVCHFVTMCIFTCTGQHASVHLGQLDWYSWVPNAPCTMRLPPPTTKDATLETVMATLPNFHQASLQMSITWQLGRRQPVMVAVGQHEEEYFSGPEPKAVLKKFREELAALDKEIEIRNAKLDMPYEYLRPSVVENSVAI
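Purified human 15hLO-1 (40 nM final) in 25 mM Hepes pH 7.5, 0.01% Triton X-100 was preincubated with compound 15 min at room temperature, then reacted 6 min with 50 uM arachidonic acid; hydroperoxide detected by Fe-XO, 573/405 nm absorbance ratio.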
HBB splice mod: hemoglobin beta splicing modulation; HBB splicing reporter cell assay, activation; EGFP reporter with mutant IVS2-654 intron; response scale: normalised to 500 nM splice-correcting PNA; AID 925; actives 0.06% (n = 65,000); Potency, µM (titrated, usually from 46.1 µM), inactives show at the top dose activation, usual class: activators; also: potency is read from the fitted curve at half-maximal effect; 0% is about no effect
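Compounds were applied for 2 days to HeLa EGFP-654 cells, 500/well in Optimem with 2% FCS. The reporter's EGFP is disrupted by mis-splicing of beta-globin intron IVS2-654. Readout: summed well GFP fluorescence from 488 nm laser scanning; reference was 500 nM antisense […] 654 PNA.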
CRE Fsk mod: modulators of forskolin-stimulated CRE signaling in CHO cells | CHO CRE-bla reporter (cAMP response element driving beta-lactamase), forskolin EC10, beta-lactamase ratio | Potency, µM (titrated, usually from 38.2 µM), without a hit: at the highest dose activity change, negative = inhibition, actives largely listed as activators | actives 2.5% (n = 71,000); active = well fitted activation curve with a large enough effect in the signal ratio, with a control signal flat, not every such curve was filed as active; inconclusive = small, poorly fitted or top-dose-only effect, or effect the other way, or a change in a side signal; the % refers to the signal ratio; also: potency is read from the fitted curve at half-maximal effect; % of control where 0% means no effect
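Reporter-gene assay: CHO cells with beta-lactamase behind cAMP responsive elements, co-treated with compound and EC10 NKH 477 for 3 hours at 37 degrees Celsius. Activity came from the 460/530 nm CCF4 emission ratio.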
USP2a inh: blocks human ubiquitin-specific protease USP2a; O75604; USP2a enzymatic assay, qHTS inhibition; Potency, µM (doses to about 38.3 µM), without a hit: at the highest dose activity change, negative = inhibition, most hits filed as inhibitors; actives 0.1% (n = 60,000); AID 927;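 also: potency is read from the fitted curve at half-maximal effect; nearly all actives have a fitted effect of over 60% in size; plate controls were DMSO for no effect and NEM full inhibition control for full effect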
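USP2 core (20 nM final) was preincubated with compound for 30 min at RT in 20 mM Tris-HCl pH 8.0, 2 mM CaCl2, 2 mM beta-mercaptoethanol; Ub-PLA2 (20 nM) plus NBD C6-HPC (20 uM) then added, fluorescence read after 2.5 h.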
UbGFP stabilizer: inhibits proteasome, raising ubiquitin-GFP reporter fluorescence. 67,000 tested, under 10 active. Potency, µM (highest dose often 45.9 µM), inactives show at the top dose activation (GFP accumulation), actives largely listed as activators. Ubiquitin-GFP reporter cells, proteasome inhibition, GFP fluorescence; response scale: untreated = 0%, 10 µM MG-132 = 100%; active = well fitted activation curve with a large enough effect, not every such curve was filed as active; inconclusive = small, poorly fitted or top-dose-only effect, or another doubt; inactive = no such curve, though single readings can be large or run the other way; also: potency is read from the fitted curve at half-maximal effect
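Reporter cells (U2OS, ubiquitin-G76V-GFP fusion) are plated overnight, then treated 4 hr at 37 °C with compound titrations from 46 uM down to 2.9 nM. Activity is scaled against untreated cells and 10 uM MG-132.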
Hsp90 Hop PPI: changes Hsp90-Hop TPR2A binding signal, up or down; AID 595; actives 0.44% (n = 71,000); AlphaScreen TPR2A-His6 binding biotin-Hsp90 C-terminal peptide; Potency, µM (highest dose often 57 µM), inactives show at the highest dose activity change, negative = inhibition; active = well fitted curve in either direction with a large enough effect; inconclusive = small, poorly fitted or top-dose-only effect, or another doubt; also: potency is read from the fitted curve at half-maximal effect; % is scaled to controls: 0 for no effect and ±100 for the full control effect; many of its hits are not listed in these tables
* = called active by the depositor; ? = inconclusive; . = no result given; [ ] = another dose, or the depositor's remark. Unless noted, calls follow the shape of the dose curve; as a rule, active = well fitted curve in the direction sought with a large enough effect; inconclusive = small, poorly fitted or top-dose-only effect, or another doubt; inactive = no such curve, though single readings can be large; an effect the other way counts as inactive or inconclusive. A portion of the library; rates above refer to the full screens.

| SMILES | Pol III holo inh | BRCT inh green | GFP derepression | BRCT PPI red | HADH2 inhib | ALOX15 inhib | HBB splice mod | CRE Fsk mod | USP2a inh | UbGFP stabilizer | Hsp90 Hop PPI |
| --- | --- | --- | --- | --- | --- | --- | --- | --- | --- | --- | --- |
| CC(C)(C)SCCNC(=O)CN1C(=O)c2ccccc2S1(=O)=O | 2% | -3.3% | 0% | -1.0% | -5% | ? | -1.0% | -3% | . | 3% | ? |
| CCOc1cc2[nH]c(=S)n(CC3CCCO3)c(=O)c2cc1OCC (configuration not stated) | -3% | -2.0% | 0% | -0.3% | -25% | -27% | 9.3%[0.369 µM] | ? | 4% | -4% | -7% |
| CCCC(=O)Nc1cc(OC)c(OC)cc1C(=O)O | -2% | -2.3% | 15% | 0.4% | -4% | 4% | -0.5% | 16% | -3% | 0% | 2% |
| CC1(C)COCN1S(=O)(=O)c1ccc(C(=O)Nc2nnc(-c3ccc(Cl)s3)o2)cc1 | -6% | 0.1% | 2% | -0.4% | -28% | 39%[activator] | 0.0% | -14% | 30% | -6% | -9% |
| O=C1Nc2ccc(S(=O)(=O)N3CCOCC3)c3cccc1c23 | -4% | -1.0% | 3% | 1.2% | 32µM* | 4% | 0.9% | ? | -2% | -7% | 6% |
| COc1cc(C2C3=C(CC(C)(C)CC3=O)N(C)C(=O)N2C)cc(OC)c1OC (configuration not stated) | -3% | -0.9% | 1% | 0.0% | 4% | 4% | 1.3% | -1% | 2% | 6% | -2% |
| CC(=O)N1CCc2cc(NC(=O)c3ccc(C)cc3)ccc21 | 0% | -2.8% | 0% | 1.3% | 3% | -4% | -1.4% | 5% | 5% | 2% | 0% |
| COc1cc(CNC2CCC(C)C2)cc(OC)c1 (configuration not stated) | -5% | -1.4% | 4% | -1.0% | 4% | 2% | 0.1% | -3% | -6% | -3% | -3% |
| COC(=O)c1cc(OC)c(OCc2cc(C(=O)OC)oc2C)c(OC)c1 | 3% | -6.0% | 2% | -2.1% | -17% | 11% | -1.5% | 21% | 0% | 1% | -9% |
| Cn1c(=O)c2c(nc(NCCCN3CCOCC3)n2Cc2ccc(Cl)cc2)n(C)c1=O | 1% | -3.4% | -4% | 0.9% | 6% | 0% | 1.3%[0.369 µM] | ? | 16% | . | -3% |
| c1ccc(-c2nnc3sc(-c4csc5c4CCCC5)nn23)cc1 | -8% | 0.1% | 2% | -2.1% | 3.2µM* | 16µM* | -0.1% | ? | 9% | 13% | -4% |
| O=C(CN1CCOCC1)NCc1ccccc1 | -14% | -0.1% | 4% | -1.5% | -19% | -7% | -0.6% | ? | 36%[activator] | 1% | -6% |
| O=C(CSc1cccc(C(F)(F)F)c1)NC(=O)NCc1ccco1 | 11% | 0.7% | -3% | -1.6% | ? | -18% | 0.7%[57.5 µM] | 0% | 31%[activator] | 2% | -5% |
| CC(=O)NCCc1ccc(S(=O)(=O)N2CCOCC2)cc1 | -3% | -0.5% | 0% | -0.3% | 2% | 2% | . | -4% | -10% | 3% | 3% |
| O=C(c1cc2ccccc2oc1=O)N(Cc1ccco1)Cc1cccs1 | -1% | -0.2% | -2% | 0.4% | 2% | 4% | -3.4% | -3% | 4% | -3% | -5% |

Later entries.
| SMILES | Pol III holo inh | BRCT inh green | GFP derepression | BRCT PPI red | HADH2 inhib | ALOX15 inhib | HBB splice mod | CRE Fsk mod | USP2a inh | UbGFP stabilizer | Hsp90 Hop PPI |
| --- | --- | --- | --- | --- | --- | --- | --- | --- | --- | --- | --- |
| CCN(CC)Cc1cc2ccccc2c2c1COC2 | -3% | 0.2% | 1% | 0.1% | 5% | -7% | -0.2% | -17% | 3% | 2% | -13% |
| Cc1[nH]n(CCC#N)c(=O)c1CC(=O)N1CCN(c2ccccc2)CC1 | -1% | -2.8% | 5% | 0.1% | 1% | -5% | 0.0%[57.5 µM] | -15% | 4% | -2% | -1% |
| CCOC(=O)c1cccc(NC(=O)CCc2nc(-c3ccccc3F)no2)c1 | 0% | 2.8% | 1% | -1.9% | 0% | -4% | -2.2% | -5% | 16% | 2% | 0% |
| CC1CCc2nc3ccc(S(=O)(=O)N4CCC(C(=O)NC5CCCC5)CC4)cc3c(C(=O)O)c2C1 (configuration not stated) | -5% | -0.7% | -4% | -1.9% | -5% | -8% | -0.1% | -3% | . | -5% | -2% |
| COc1ccc(-c2cc(C(=O)NCCc3ccccc3)no2)cc1OC | -4% | -0.5% | 1% | 1.0% | -14% | 3% | -0.4% | -4% | 8% | 14% | 1% |
| COc1cc(C)c(C(C)C)cc1S(=O)(=O)n1cnc(C)c1 | 0% | 0.9% | 12% | -2.2% | -4% | -2% | -0.2% | 13µM* | . | 15% | -4% |
| COc1ccc(CCNC(=O)CN(c2ccc(OC)c(OC)c2)S(C)(=O)=O)cc1OC | -2%[11.4 µM] | -2.5% | -2% | -0.4% | 9%[11.4 µM] | 7%[11.4 µM] | 0.6%[0.0738 µM] | ? | 1%[7.66 µM] | 12%[9.17 µM] | -2%[11 µM] |
| COc1ccc(OC)c(C(=O)Cn2nnc3ccccc3c2=O)c1 | -5% | -0.8% | 3% | 1.7% | 3% | -5% | . | -1% | 3% | -3% | -2% |
| Cc1ccc(C(=O)NCC(=O)OCC(=O)c2c(N)n(C)c(=O)n(C)c2=O)s1 | -6% | -0.6% | 3% | -0.2% | 24% | 3% | -0.3% | 6% | 10% | -3% | -1% |
| O=C(CSc1nc2ccc(Cl)cc2[nH]1)NCc1ccco1 | -2% | 0.4% | 0% | 1.4% | -18% | 1% | 1.2% | -14% | 5% | 5% | -3% |
| Cc1ccc(S(=O)(=O)CC(=O)N2CCCC2)cc1 | -5% | -1.9% | 6% | 0.1% | 2% | 3% | 1.3% | -3% | -2% | -4% | -1% |
| c1ccc(-c2cccc(N3CCCC4(CCNCC4)C3)c2)cc1 | -8% | -0.5% | 0%[9.22 µM] | 0.1% | 4% | -21% | 1.2% | -8% | 108%[activator] | -3% | -13% |
| O=C(NCC(=O)N(CCN1CCOCC1)C(C(=O)NC1CCCC1)c1cccnc1)c1cccs1 (configuration not stated) | -14% | -1.2% | 0% | -0.4% | 11% | 3% | . | -3% | 1% | -4% | 0% |
| O=C(CSc1nnc(SCc2ccc(Cl)cc2)s1)N1CCOCC1 | -5% | 0.5% | -4% | -1.9% | -3% | -13% | 0.7% | 5% | 4% | -2% | 2% |
| CCCCN(C)S(=O)(=O)c1ccc(C(=O)Nc2nnc(CSC)o2)cc1 | 1% | -0.3% | 4% | -2.4% | -6% | 37%[activator] | -1.1% | -12% | 7% | 6% | -21% |

The list continues.
| SMILES | Pol III holo inh | BRCT inh green | GFP derepression | BRCT PPI red | HADH2 inhib | ALOX15 inhib | HBB splice mod | CRE Fsk mod | USP2a inh | UbGFP stabilizer | Hsp90 Hop PPI |
| --- | --- | --- | --- | --- | --- | --- | --- | --- | --- | --- | --- |
| c1ccc2c(c1)oc1c(Nc3ccc(CN4CCOCC4)cc3)ncnc12 | 1% | -6.4% | 2% | 0.3% | 5% | -16% | -1.4%[0.369 µM] | ? | 13% | 1% | -9% |
| O=C(Nc1cccc(Br)c1)c1ccn[nH]1 | -2% | 0.8% | 8% | -1.2% | -2% | 10µM* | -0.9% | -3% | 2% | 5% | 2% |
| O=C(CSc1nc(-c2ccccc2)cc(=O)[nH]1)N1CCc2ccccc21 | -1% | 0.4% | -2% | 0.2% | ? | -5% | 0.1% | 8% | 26% | -3% | -6% |
| N#Cc1nc(COc2ccccc2)oc1NCCN1CCOCC1 | -4% | -0.9% | 2% | -0.7% | -5% | -2% | . | 1% | -3% | -1% | 1% |
| CCc1nc(SCC(=O)NCCc2ccc(OC)c(OC)c2)c2c(=O)n(C)c(=O)n(C)c2n1 | -20% | 0.8% | . | -2.1% | -3% | 10% | -0.9% | 11% | . | 19% | -2% |
| CCOC(=O)c1cnc(Nc2nc3ccccc3o2)nc1CSc1ncccn1 | 2% | -0.6% | 5% | 0.9% | -1% | 14% | 8.4% | -1% | -8% | -5% | -7% |
| COc1ccc(NC(=O)CSc2nnc(-c3cccs3)n2C)cc1OC | -2% | -1.3% | 4% | 0.8% | -2% | 2% | 4.5%[0.369 µM] | ? | 0% | . | -2% |
